# Screening data from PubChem BioAssay.
# V1R ag counter = V1a receptor agonism, counter-screen for OXTR agonists. P37288. CHO-V1R cells, Fluo-8 calcium fluorescence, agonist mode; 0% DMSO, 100% 3 nM vasopressin. activation, % at 3 µM. 320,000 compounds, 0.25% hits;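 active = activation above the mean activation of all tested compounds plus 3 SD, per screening run, cut at about 20% in these data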;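 also: signal is peak over basal fluorescence ratio across a 100 second FLIPR read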
# GalR3 antag = human GalR3 antagonism; inhibition, % at 3 µM; AID 651719; 360,000 compounds, 0.44% hits; HEK293 GalR3-CNG cAMP membrane potential fluorescence; galR3 body fused to GalR1 C-terminus;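 active = inhibition above the screen-wide average plus 3 SD, cut at about 13% in these data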;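 also: forskolin and galanin both at EC90 stimulate the cells; cAMP rise reported by CNG channel membrane potential dye signal; 0% = forskolin plus galanin with DMSO and 100% = forskolin alone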
# IMP-1 inh = blocks Pseudomonas aeruginosa IMP-1 metallo-beta-lactamase | purified IMP-1, nitrocefin hydrolysis, epi-absorbance fluorescence | 290,000 compounds, 0.45% hits | inhibition, % at 5.6 µM;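 active = inhibition above the mean plus 3 SD of all compounds in the same screening run, cut at about 4.5% in these data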;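 also: 0% = IMP-1 with DMSO and 100% = DMSO wells lacking enzyme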
#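 Assay system: purified IMP-1; Quantity: IMP-1 0.2 nM before substrate addition; Medium: HEPES buffer pH 7.1 with ZnSO4 and Brij 35; Incubation: 15 min enzyme–compound preincubation, then 25 min nitrocefin reaction, 25 °C; Signal: fluorescence quenching readout, ex 480/em 530 nm; Controls: DMSO with and without IMP-1; Repeats: singlicate testing.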
# PHOSPHO1 block = inhibitors of human PHOSPHO1 phosphatase. recombinant PHOSPHO1, absorbance phosphatase assay. inhibition, % at 13.3 µM. 290,000 compounds, 1.1% hits. AID 1565; in the data active = inhibition above about 60%
# NS3 helicase inh = inhibitors of Hepatitis C virus NS3 helicase; NS3 helicase DNA unwinding, Cy5 molecular beacon fluorescence; inhibition, % at 10.9 µM; 290,000 compounds, 0.56% hits;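 active = inhibition above the mean of all tested compounds plus 3 SD, set per campaign, cut at about 35% in these data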;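 also: 0% = DMSO wells and 100% = thioflavine S control wells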
#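 test system = hepatitis C virus NS3 helicase domain fragment enzyme | reagent = annealed dual-labelled DNA beacon duplex, ATP-started | times = 1 h at 25 °C | detection = Cy5 fluorescence, 0 and 60 min reads | read-out basis = percent inhibition from t60/t0 fluorescence ratio | control set = DMSO and thioflavine S | replication = one well per compound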
# DNA FID counter = fluorescent intercalator displacement, NS3 helicase counter-screen. DNA fluorescent intercalator displacement, fluorescence. inhibition, % at 7.9 µM. 290,000 compounds, 0.17% hits; in the data active = inhibition above about 37%;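 also: 0% = vehicle and 100% = reference compound; higher means more ethidium bromide displaced from hairpin DNA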
# VIM-2 inh = blocks Pseudomonas aeruginosa VIM-2 metallo-beta-lactamase. purified VIM-2, nitrocefin hydrolysis, epi-absorbance fluorescence. inhibition, % at 5.6 µM. 290,000 compounds, 0.89% hits. AID 1527;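 active = inhibition above the mean of all tested compounds plus 3 SD, cutoff set per screening run, cut at about 7.5% in these data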;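 also: red hydrolysis product quenches plate fluorescence so inhibitors raise well fluorescence; 0% = enzyme with DMSO and 100% = DMSO without enzyme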
# GPR7 antag = antagonists of human GPR7 (neuropeptides B/W receptor 1); 290,000 compounds, 1.1% hits; inhibition, % at 4.4 µM; GPR7-expressing cells, fluorescence antagonist assay; P48145; in the data active = inhibition above about 16%, passing the limit was not always enough;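 also: cells stimulated with the agonist NPW; 0% = agonist with vehicle and 100% = vehicle without agonist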
# Target sequence (P48145 whole entry, looked up): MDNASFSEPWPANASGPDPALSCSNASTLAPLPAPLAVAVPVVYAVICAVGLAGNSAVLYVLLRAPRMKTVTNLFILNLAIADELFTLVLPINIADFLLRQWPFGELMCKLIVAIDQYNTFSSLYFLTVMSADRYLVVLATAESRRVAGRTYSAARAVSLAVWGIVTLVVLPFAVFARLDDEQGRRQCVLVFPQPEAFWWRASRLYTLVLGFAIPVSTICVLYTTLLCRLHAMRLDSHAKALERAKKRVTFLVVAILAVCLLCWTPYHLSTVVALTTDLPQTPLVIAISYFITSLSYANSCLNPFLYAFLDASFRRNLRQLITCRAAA
# OXTR agonist = activates the human oxytocin receptor; 320,000 compounds, 0.32% hits; activation, % at 3 µM; CHO-OTR cells, Fluo-8 calcium fluorescence; normalized: DMSO 0%, oxytocin 100%; P30559;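 active = activation above the mean of all tested compounds plus 3 SD, cutoff set per screening run, cut at about 20% in these data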;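 also: peak over basal fluorescence ratio from a 100 s FLIPR kinetic read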
# Target sequence (P30559 whole entry, looked up): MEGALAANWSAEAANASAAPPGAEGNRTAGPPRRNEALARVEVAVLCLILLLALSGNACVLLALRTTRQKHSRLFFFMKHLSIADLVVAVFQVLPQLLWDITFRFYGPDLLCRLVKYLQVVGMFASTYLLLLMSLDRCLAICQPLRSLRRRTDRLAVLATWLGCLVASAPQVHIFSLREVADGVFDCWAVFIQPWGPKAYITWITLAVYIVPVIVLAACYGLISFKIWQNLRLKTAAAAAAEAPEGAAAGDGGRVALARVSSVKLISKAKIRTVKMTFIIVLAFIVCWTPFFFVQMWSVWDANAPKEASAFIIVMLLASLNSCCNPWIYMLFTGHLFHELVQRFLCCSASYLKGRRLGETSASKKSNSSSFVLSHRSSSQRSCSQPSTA
# * marks the source's active call; other numbers are inactive results; . = not tested or not shown. Not a hit list. Share with any hit: about 4.3%.
# Sample of the layout:
SMILES,V1R ag counter,GalR3 antag,IMP-1 inh,PHOSPHO1 block,NS3 helicase inh,DNA FID counter,VIM-2 inh,GPR7 antag,OXTR agonist
COc1nn(CC(=O)N2N=C(C(F)F)CC2(O)C(F)F)cc1[N+](=O)[O-] (stereo unspecified),-0.2,-3,-2.1,-1,-2,3,-1.4,0,0.9
Cc1ccc(C2OC3=C(C(=O)CC(C)(C)C3)C(N)=C2C#N)o1 (stereo unspecified),0.5,0,-2.1,37,3,-9,-1.4,-19,-0.1
O=C(c1sc2ccccc2c1Cl)N(Cc1cccs1)C1CCS(=O)(=O)C1 (stereo unspecified),1.2,-3,-4.1,-6,-3,-25,-3.1,-1,0.8
CCCN1CCC(=O)N([C@H](CSc2ccccc2)CC(C)C)CC1,-0.5,-5,-6.4,10,-10,-4,-1.9,0,-0.5
COc1ccccc1N1CCN(C2CCN(S(=O)(=O)c3ccc4ccccc4c3)CC2)CC1,-0.1,-5,-3.7,-8,-20,-5,-1.9,-15,-2.0
COC(=O)c1[nH]c2cc(OC)ccc2c1NC(=O)CCN1CCN(c2cccc(C)c2C)CC1,4.5,-6,-2.1,6,-45,-1,-3.7,3,5.8
Cc1ccc(S(=O)(=O)NCc2cn3ccccc3n2)c(C)c1,0.6,-8,-2.6,17,3,-8,-2.2,-11,0.3
COc1ccc(-c2cc(C(F)(F)F)nc(SCC(=O)NCCN3CCOCC3)n2)cc1OC,0.0,0,-0.5,-38,3,-5,-1.1,-13,-0.6
C=CCn1c(SCC(=O)NCCc2ccccc2)nnc1C(C)NC(=O)c1cccs1 (stereo unspecified),-0.4,0,-5.3,-3,-3,-26,-0.9,-13,-0.8
Cc1cccc(C(C(=O)NC2CCCCC2)N(Cc2cccnc2)C(=O)c2csnn2)c1 (stereo unspecified),0.4,-7,-2.5,-4,-5,-35,-3.4,-4,-0.6
O=C(Nc1ccccc1F)c1cccc(C(=O)Nc2ccccc2F)c1,1.2,-6,-2.7,47,-6,-12,-0.8,-8,-1.4

# The listing, from the first entry:
SMILES,V1R ag counter,GalR3 antag,IMP-1 inh,PHOSPHO1 block,NS3 helicase inh,DNA FID counter,VIM-2 inh,GPR7 antag,OXTR agonist
COc1nn(CC(=O)N2N=C(C(F)F)CC2(O)C(F)F)cc1[N+](=O)[O-] (stereo unspecified),-0.2,-3,-2.1,-1,-2,3,-1.4,0,0.9
Cc1ccc(C2OC3=C(C(=O)CC(C)(C)C3)C(N)=C2C#N)o1 (stereo unspecified),0.5,0,-2.1,37,3,-9,-1.4,-19,-0.1
O=C(c1sc2ccccc2c1Cl)N(Cc1cccs1)C1CCS(=O)(=O)C1 (stereo unspecified),1.2,-3,-4.1,-6,-3,-25,-3.1,-1,0.8
CCCN1CCC(=O)N([C@H](CSc2ccccc2)CC(C)C)CC1,-0.5,-5,-6.4,10,-10,-4,-1.9,0,-0.5
COc1ccccc1N1CCN(C2CCN(S(=O)(=O)c3ccc4ccccc4c3)CC2)CC1,-0.1,-5,-3.7,-8,-20,-5,-1.9,-15,-2.0
COC(=O)c1[nH]c2cc(OC)ccc2c1NC(=O)CCN1CCN(c2cccc(C)c2C)CC1,4.5,-6,-2.1,6,-45,-1,-3.7,3,5.8
Cc1ccc(S(=O)(=O)NCc2cn3ccccc3n2)c(C)c1,0.6,-8,-2.6,17,3,-8,-2.2,-11,0.3
COc1ccc(-c2cc(C(F)(F)F)nc(SCC(=O)NCCN3CCOCC3)n2)cc1OC,0.0,0,-0.5,-38,3,-5,-1.1,-13,-0.6
C=CCn1c(SCC(=O)NCCc2ccccc2)nnc1C(C)NC(=O)c1cccs1 (stereo unspecified),-0.4,0,-5.3,-3,-3,-26,-0.9,-13,-0.8
Cc1cccc(C(C(=O)NC2CCCCC2)N(Cc2cccnc2)C(=O)c2csnn2)c1 (stereo unspecified),0.4,-7,-2.5,-4,-5,-35,-3.4,-4,-0.6
O=C(Nc1ccccc1F)c1cccc(C(=O)Nc2ccccc2F)c1,1.2,-6,-2.7,47,-6,-12,-0.8,-8,-1.4
FC(F)(F)c1cc(-c2ccccc2)nc(NC2CCCC2)n1,-0.1,-6,-1.6,17,2,-5,0.7,0,-2.3
COc1ccc(N2CC(O)=C(c3n(C)c4ccccc4[n+]3C)C2=N)cc1,1.0,-1,-1.4,-12,-1,4,-1.7,-14,0.8
Brc1ccc(-c2nnc3sc(CN4CCC5(CC4)OCCO5)cn23)cc1,-0.6,.,-1.5,4,-1,-2,-1.5,-2,0.2
C/C(=N\NC(=O)c1ccn(C)n1)c1ccc(NC(=O)C2CCC2)cc1,.,-1,-1.4,26,-2,-14,-1.2,-10,.
O=C(CN1C(=O)COc2ccccc21)N(Cc1ccccc1)Cc1ccccn1,0.3,-8,-6.8,14,7,-15,-1.3,0,-1.6
COCCn1c(=NC(=O)/C=C/c2ccccc2)sc2cc(NC(C)=O)ccc21,0.6,0,-3.2,-13,-7,3,-1.1,-11,0.7
COC(=O)Nc1ccc(S(=O)(=O)Nc2ncccn2)cc1,-0.3,-6,-5.3,10,3,-3,-4.2,-8,0.3
NNC(=O)CN1C(CN2CCOCC2)=Nc2ccc(Br)cc2C1c1ccccc1 (stereo unspecified),0.8,0,-5.3,-34,-43,-7,-5.2,0,-0.2
COC(=O)/C=C1\S/C(=N/NC(=O)c2ccc(OC)cc2)NC1=O,1.0,-11,-3.5,-26,4,-6,-3.2,-13,-0.1

# Reformatted with tabs: entries from further up
molecule	V1R ag counter	GalR3 antag	IMP-1 inh	PHOSPHO1 block	NS3 helicase inh	DNA FID counter	VIM-2 inh	GPR7 antag	OXTR agonist
COc1ccc(-c2cc(C(F)(F)F)nc(SCC(=O)NCCN3CCOCC3)n2)cc1OC	0.0	0	-0.5	-38	3	-5	-1.1	-13	-0.6
C=CCn1c(SCC(=O)NCCc2ccccc2)nnc1C(C)NC(=O)c1cccs1 (stereo unspecified)	-0.4	0	-5.3	-3	-3	-26	-0.9	-13	-0.8

# Next section.
SMILES,V1R ag counter,GalR3 antag,IMP-1 inh,PHOSPHO1 block,NS3 helicase inh,DNA FID counter,VIM-2 inh,GPR7 antag,OXTR agonist
CC(C)OC(=O)CC12CN3CN(C1)CC(CC(=O)OC(C)C)(C3)C2=O,-0.2,3,-2.8,-6,6,-3,-0.4,3,1.0
O=C(c1ccc(F)cc1)N1CCCCC(S(=O)(=O)c2ccccc2)C1=O (stereo unspecified),-1.4,0,-0.5,-6,2,2,-0.3,-6,-2.0
CCOc1ccc(NC(=O)CN2C(=O)CSc3ccc(S(=O)(=O)N4CCOCC4)cc32)cc1,-0.3,-6,-2.1,7,-6,-8,-1.9,0,-1.2
O=C(CCCc1c[nH]c2ccccc12)Nc1ccc(S(=O)(=O)Nc2ncccn2)cc1,0.5,7,-2.0,40,8,-14,-3.7,-3,-0.3
O=C(CN1C(=O)CSc2ccc(S(=O)(=O)N3CCOCC3)cc21)NCCCN1CCc2ccccc2C1,-1.6,-6,-1.3,-2,3,11,-2.1,-8,-0.5
CC(C)CNS(=O)(=O)c1cc2c3c(c1)CCC(=O)N3CCC2,1.1,-6,0.5,21,25,-23,-1.8,-9,1.5
COCc1ccc(C(=O)N2CCCC(Nc3ccc(F)c(F)c3)C2)s1 (stereo unspecified),0.9,-2,-1.9,3,0,-13,-2.1,14,-0.3
CC1CCN(S(=O)(=O)c2ccc3ncn(CC(=O)N4CCN(C)CC4)c(=O)c3c2)CC1,0.9,1,-2.3,-25,7,11,-2.3,-16,0.0
CC1Sc2ccc(S(=O)(=O)CCC(=O)N(C)Cc3ccco3)cc2NC1=O (stereo unspecified),0.6,2,-5.7,33,31,-30,-2.8,-4,1.1
Cc1ccc(C(=O)NN2CC(O)=C(c3nc(-c4cccc([N+](=O)[O-])c4)cs3)C2=N)cc1,1.7,-5,-0.8,-1,3,2,0.9,-10,-0.1
C/C(N)=C(/C#N)C(=O)COC(=O)c1cccc(O)c1,2.0,-5,-1.8,37,11,-7,-3.0,-3,1.4
O=c1ccc(NS(=O)(=O)c2ccccc2)cn1Cc1ccc(Cl)c(Cl)c1,9.4,-4,-1.8,38,32,-31,-0.3,4,11
Cc1cccc(NC(=O)C2CC(O)CN2C(=O)Oc2ccccc2)c1 (stereo unspecified),0.7,-10,-1.6,32,-2,-1,-0.2,-9,0.7
CCOc1cc(C2C3=C(CC(C)(C)CC3=O)N(CCCOC)C3=C2C(=O)CC(C)(C)C3)ccc1O,.,-12,1.0,-1,28,-37,1.1,-3,.
S=C(Nc1ccccc1)N(CCN1CCOCC1)Cc1cccc(Cl)c1,0.1,0,-1.0,46,-1,-7,-1.3,14,-1.0
Nc1nc(-c2cc3ccccc3o2)cs1,5.3,-10,-1.3,2,-6,-5,1.0,-10,7.2
COc1cccc(C(=O)OC2CCN(C)CC2)c1,0.6,-3,-3.3,20,8,3,-2.2,-10,0.5
COC(=O)C1=NN[C@H](C(=O)OC)[C@H]1c1ccccc1,0.5,-2,-4.0,-12,-3,0,-2.6,-6,-1.7
CCOc1cc(NC(=O)C2CC2)c(OCC)cc1NC(=O)CCn1nnc2ccccc21,-0.2,-1,-2.3,-19,-1,-5,-2.8,-5,-0.2
CCCNS(=O)(=O)c1ccc(N2CCCC2=O)c([N+](=O)[O-])c1,1.8,1,0.2,0,2,10,0.6,16,1.3
